High-throughput results: PubChem BioAssay, Johns Hopkins Ion Channel Center
KCNQ2 block = KCNQ2 channel blockers in CHO-K1 cells – cell-based, FluxOR thallium flux, B-score, primary screen (AID 2156); 20 min; active compounds read low; hit rate 1.1% among 310,000; B-score at 10 µM; O88943;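 active = fluorescence ratio B-score at most minus 3 library SDs, with starting brightness B-score within 2 library SDs, cut at about -5.5 in these data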
Kir21 inh = Kir2.1 (mouse) channel inhibition | P35561 | HEK293-Kir2.1, FluxOR thallium flux fluorescence; active compounds read low | B-score at 10 µM | hit rate 0.85% among 310,000;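 active = fluorescence ratio B-score at or below minus 3 SD of library scores, with starting-brightness B-score within 2 SD, cut at about -4.2 in these data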;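 note: channel flux triggered by added potassium and thallium sulfate stimulus; B-score of peak minus minimum fluorescence over baseline after thallium stimulus; more negative B-score means stronger Kir2.1 block with less thallium influx; some compounds called inactive have numbers as strong as hits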
Target sequence (P35561 whole entry, looked up): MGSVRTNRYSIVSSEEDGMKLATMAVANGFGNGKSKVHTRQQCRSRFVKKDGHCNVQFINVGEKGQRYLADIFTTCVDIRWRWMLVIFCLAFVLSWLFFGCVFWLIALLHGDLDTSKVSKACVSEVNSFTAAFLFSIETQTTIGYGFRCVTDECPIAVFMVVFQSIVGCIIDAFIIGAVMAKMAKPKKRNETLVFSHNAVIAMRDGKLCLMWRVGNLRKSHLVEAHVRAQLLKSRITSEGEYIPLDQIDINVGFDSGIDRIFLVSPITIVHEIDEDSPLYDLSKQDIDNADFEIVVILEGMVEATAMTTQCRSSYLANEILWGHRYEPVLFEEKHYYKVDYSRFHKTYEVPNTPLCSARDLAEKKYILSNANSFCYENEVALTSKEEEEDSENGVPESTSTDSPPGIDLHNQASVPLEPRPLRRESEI
An asterisk follows results filed as active; i = inactive. An unsorted share of the library; any-hit rate near 1.9%.

SMILES	KCNQ2 block	Kir21 inh
O=C(CCc1nc2ccccc2s1)OCC(=O)N1CCN(C(=O)c2ccco2)CC1	i	-0.19
O=C(NCc1cccnc1)Nc1cccc(F)c1	i	0.84
Cc1ccc(OCc2cc(C(=O)NC3CCc4ccccc43)no2)cn1 (stereo not drawn)	i	-0.85
COc1ccccc1C(CNC(=O)CSc1ccc2ccccc2c1)N(C)C (stereo not drawn)	i	-3.4
NC(=O)CC(NC(=O)Cc1ccc(Cl)cc1)c1ccc(NC2CCCCCCC2)c([N+](=O)[O-])c1 (stereo not drawn)	i	-0.87
COc1ccc(OCC(=O)NC(CC(=O)O)c2ccc(OC)c(OC)c2)cc1 (stereo not drawn)	i	0.12
CCOc1ccc(Oc2nc(Nc3ccc(C)cc3)nc(N(C)C)n2)nn1	i	2.4
O=Cc1cccn1Cc1ccccc1[N+](=O)[O-]	i	-2
COC(=O)c1sc(NC(=O)CSc2n[nH]c(N)n2)c(C(=O)OC)c1C	i	-1.3
Cc1ccc(N=Nc2c(O)ccc3n[nH]nc23)cc1	i	2.8
C=CCNC(=O)/C(=C\c1ccc2c(c1)OCO2)NC(=O)c1ccc(Br)cc1	i	0.12
O=C(N1CCOCC1)C12CCC3CC(CC(C3)C1)C2	i	2.7
COc1ccc(CNc2n[nH]c(NCc3ccc(OC)c(OC)c3)n2)cc1OC	i	-0.5
COc1ccc2nc(C)c3c(c2c1)OC(C)C3 (stereo not drawn)	i	-0.03
COc1ccc(C)cc1N(CC(=O)N/N=C/c1ccccc1C(=O)O)S(=O)(=O)c1ccccc1	i	1.8
Cc1onc(-c2ccccc2Cl)c1C(=O)OCC(=O)Nc1cccc(S(=O)(=O)N(C)C)c1	i	-0.25
COc1ccc(C/C(N)=N/OC(=O)c2cccs2)cc1	i	-0.58
Cc1ccc(NS(=O)(=O)c2ccc3c(c2)oc(=O)n3C)cc1C	i	0.54
O=C(NC1CCCC1)C1CCCN1C(=O)Nc1ccccc1Cl (stereo not drawn)	i	0.51
CCCCN(CC)Cc1ccc(CNC(=O)Nc2ccc(F)cc2)o1	i	-3.1
CC(C)(C)c1cc(NC(=O)c2ccco2)n(-c2ccccc2)n1	i	0.09
Cc1noc(C)c1C(=O)OCC(=O)Nc1cc(Cl)ccc1Oc1ccccc1	i	-1.6
CC(=O)c1ccc(NC(=O)c2ccc(CNc3c(N4CCOCC4)c(=O)c3=O)cc2)cc1	i	2.6
COc1ccc(-c2cn(/N=C/c3ccc(Cl)cc3Cl)c(N)n2)cc1	i	0.43
CCOC(=O)C1CCCN(S(=O)(=O)c2ccc3c(c2)C(C)(C)C(=O)N3C)C1 (stereo not drawn)	i	3
CC(=O)N1c2ccc(S(=O)(=O)N3CCC(C(=O)Nc4cccc(C(F)(F)F)c4)CC3)cc2CC1C (stereo not drawn)	i	-0.04
Cc1ccc(O)c(NC(=O)C2CC(c3c(F)cccc3Cl)=NO2)c1 (stereo not drawn)	i	-1.5
Cc1cccc(/C=C2/Sc3ccc(C(=O)NCCN4CCCC4)cc3NC2=O)c1	i	-2.8
CC(C)(C)NC(=O)NC(=O)CN1CCN(S(=O)(=O)c2ccc3c(c2)CCCC3)CC1	i	1.5
COc1ccc(S(=O)(=O)N2CCN(CCc3ccccc3)CC2)c(OC)c1	i	0.09
CC(=O)N/C(=C\c1ccccc1)C(=O)OCC(=O)N1CCCCCC1	i	-0.01
Brc1ccc(NC(c2ccccc2)c2ccncc2)cc1 (stereo not drawn)	i	-0.3
O=C(CN1CCOCC1)Nc1ccccc1Sc1ccccc1	i	-6.3*
CCOC(=O)c1cc(NC(=O)OC)c(C)nc1C	i	-0.76
Cc1ccc(S(=O)(=O)NCCc2nnc3ccc(SCC(=O)Nc4nc(C)cs4)nn23)cc1	i	0.07
COCCCn1c(=O)c2sccc2n2c(CCCC(=O)N3CCN(c4ccccn4)CC3)nnc12	i	0.09
COc1cc(C(=O)O)c([N+](=O)[O-])c(OC)c1OC	i	1
CC(C)CCNC(=S)Nc1ccccn1	i	0.58
Oc1c(Br)cc(Br)cc1C=Nc1cccc2ncccc12	i	1.1
CCOC(=O)c1nnn(CC(=O)NC(=O)Nc2ccc(F)cc2)c1C(=O)OCC	i	1.4
CC(=O)c1ccc(NC(=O)c2ccc([N+](=O)[O-])o2)cc1	i	-0.05
COc1cc(C(=O)Oc2cccc(/C=N/NC(=O)c3cccnc3)c2)cc(OC)c1OC	i	1.4
CCN(C(=O)COC(=O)c1ccccc1Cc1ccccc1)C1CCS(=O)(=O)C1 (stereo not drawn)	i	0.04
CC1(C)CC2CC(C)(CN2C(=O)c2ccc([N+](=O)[O-])cc2[N+](=O)[O-])C1 (stereo not drawn)	i	-3.4
O=C1c2ccccc2C(=O)N1CC(=O)N1c2ccccc2Sc2ccc(C(F)(F)F)cc21	i	0.06
Cc1cc(C(=O)Nc2nnc(C(F)(F)F)s2)cs1	i	-0.06
O=C(CN(c1ccc2c(c1)OCCO2)S(=O)(=O)c1ccccc1)N1CCN(Cc2ccccc2)CC1	i	-0.74
CCOC(=O)C1CCCN(C(=O)Cn2ncc3c([nH]c4ccccc43)c2=O)C1 (stereo not drawn)	i	-1.6
CCOC(=O)c1c(NC(=S)Nc2ccc(OCC)cc2)sc2c1CCN(C)C2	i	0.62
Cc1cccc(N(C(=O)CNC(=O)c2ccco2)C(C(=O)NCC2CCCO2)c2ccccc2)c1 (stereo not drawn)	i	1.2
CC1=NN(c2ccccc2)C(=O)C1C(=O)C(=O)Nc1ccc(F)cc1 (stereo not drawn)	i	0.11
CN(Cc1ccc2nsnc2c1)Cc1nc(Cc2cccc(F)c2)no1	i	0.63
CC(C)Oc1ccccc1OCCCCn1cnc2ccccc2c1=O	i	-4.1
O=C(CCl)NC(Cc1c[nH]c2ccc(OCc3ccccc3)cc12)C(=O)O (stereo not drawn)	i	0.76
COc1ccc2nc(NC3=NCCC3)sc2c1	i	1.8
Cc1cnc(C(=O)OCC(=O)NC2CCCC(C)C2C)cn1 (stereo not drawn)	i	-0.12
CN(C)NC(=S)Nc1cccc(Cl)c1	i	-1.4
O=C(OCc1ccc(Br)cc1)c1ccncc1	i	0.13
CCOC(=O)C1CCN(C(=O)COc2cc(C)c(Br)cc2C)CC1	i	0.92
Oc1ccc(CN2CCN(Cc3ccccc3)CC2)c2cccnc12	i	-3.8

In the list so far, eight contain a Cl atom.
SMILES	KCNQ2 block	Kir21 inh
NC(=O)CC(NC(=O)Cc1ccc(Cl)cc1)c1ccc(NC2CCCCCCC2)c([N+](=O)[O-])c1 (stereo not drawn)	i	-0.87
Cc1onc(-c2ccccc2Cl)c1C(=O)OCC(=O)Nc1cccc(S(=O)(=O)N(C)C)c1	i	-0.25
O=C(NC1CCCC1)C1CCCN1C(=O)Nc1ccccc1Cl (stereo not drawn)	i	0.51
Cc1noc(C)c1C(=O)OCC(=O)Nc1cc(Cl)ccc1Oc1ccccc1	i	-1.6
COc1ccc(-c2cn(/N=C/c3ccc(Cl)cc3Cl)c(N)n2)cc1	i	0.43
Cc1ccc(O)c(NC(=O)C2CC(c3c(F)cccc3Cl)=NO2)c1 (stereo not drawn)	i	-1.5
O=C(CCl)NC(Cc1c[nH]c2ccc(OCc3ccccc3)cc12)C(=O)O (stereo not drawn)	i	0.76
CN(C)NC(=S)Nc1cccc(Cl)c1	i	-1.4

Kir21 inh, hit marks shown above
SMILES	KCNQ2 block	Kir21 inh
O=C(CN1CCOCC1)Nc1ccccc1Sc1ccccc1	i	-6.3*

Next section.
SMILES	KCNQ2 block	Kir21 inh
Cc1cc(N2CCN(C(=O)OC(C)(C)C)CC2)n2ncnc2n1	i	-0.06
O=C(N/N=C/c1ccc(O)cc1O)NC12CC3CC(CC(C3)C1)C2	i	-0.71
COc1ccc(NS(=O)(=O)c2cccc(NC(=O)CNC(C)=O)c2)cc1	i	-1.6
O=C(O)CCC1(c2ccccc2)NC(=O)NC1=O (stereo not drawn)	i	1.4
COC(=O)c1ccc2[nH]c(C(C)(C)O)c(C)c2c1	i	1.6
COc1cc(NC(=O)CSc2ccccc2)c(C(=O)O)cc1OC	i	-1.9
CC(=O)Nc1cccc(NC(=O)CCn2c(=O)sc3ccccc32)c1	i	-0.23
Cc1cc(OC(=O)c2ccc(Cl)cc2Cl)c([N+](=O)[O-])c(=O)[nH]1	i	-0.04
Cc1c(NS(=O)(=O)c2ccc3c(c2)n(C)c(=O)n3C)c(=O)n(-c2ccccc2)n1C	i	0.23
O=C(O)c1ccccc1C(=O)NCc1ccc2c(c1)OCO2	i	0.73
COc1ccc(CCC(C)NCC(C)c2ccccc2)cc1 (stereo not drawn)	i	-4.4*
CCOc1ccc(C(=O)N2CCCC2)cc1	i	0.57
O=C(O)c1ccc(NS(=O)(=O)c2cc(C(=O)O)ccc2Br)cc1	i	-2.8
O=c1[nH]cnc2scc(-c3ccc(-c4ccccc4)cc3)c12	i	0.21
COc1ccc(-c2csc(N3N=C(C)C(C)C3=O)n2)cc1 (stereo not drawn)	i	-1.7
CCOC(CCNC(=O)c1cc(-c2cccs2)nc2ccccc12)OCC	i	0.36
COc1ccc(C(=O)NCCNC(=O)c2cc(OCC(F)(F)F)ccc2OCC(F)(F)F)cc1	i	-0.89
COc1ccc(/C=C(\C#N)C(=O)c2cccn2C)cc1	i	3.7
Cn1ncc([N+](=O)[O-])c1C(=O)Nc1ccccc1Cl	i	-0.47
COc1ccc(/C=N/Nc2cc(C)nc(N3CCOCC3)n2)c(OC)c1	i	0.01
O=C(Nc1ccc2ccccc2n1)Nc1ccccc1F	i	1.4
Cc1ccc(-n2nc3c(=O)n(CC(=O)NCc4ccccc4Cl)nc(C)c3c2C)cc1	i	0.07
FC(F)(F)c1cc(-c2ccccc2)nc2ncnn12	i	-1
Cc1cc(F)ccc1NC(=O)c1cnccn1	i	0
COc1ccc(N2CCN(Cc3nc4sc(C)c(C)c4c(=O)[nH]3)CC2)cc1	i	1.7
O=C(CCC1COc2ccccc2O1)NCc1ccccc1 (stereo not drawn)	i	0.86
COc1ccc(C(=O)c2sc(Nc3ccccc3)nc2C)cc1	i	3
COc1ccc(OC)c(NC(=O)NCCc2c[nH]c3ccccc23)c1	i	-0.72
N/C(=N\OC(=O)CCC1CCCC1)c1cccc([N+](=O)[O-])c1	i	-0.06
COc1ccc(OC)c(NC(=O)CSc2nnc(-c3cccnc3)s2)c1	i	-1.4
O=C(COC(=O)c1cncc(Br)c1)NCc1ccccc1	i	0.46
O=C(CSc1nc2ccccc2o1)N/N=C/c1ccccc1C(=O)O	i	-0.21
Cc1cc(Cl)c(OCCCn2ccnc2)c(Br)c1	i	-2
CN1CCC(=NNC(=O)C(=O)NC2CCCCC2)CC1	i	-0.49
Cc1ccc2nc(-c3sc4nc(C)ccc4c3N)[nH]c2c1	i	-0.48
CCn1nc(C(=O)OCC(=O)Nc2ncc(Cl)c(C)c2Cl)c2ccccc2c1=O	i	0.15
CN1CCN(C(=O)c2ccccc2NC(=O)c2ccccc2Br)CC1	i	1.8
CCOC(=O)Cn1cnc2c(nnn2-c2ccc(C)cc2)c1=O	i	0.09
Cc1ccccc1NC(=S)NC(=O)COc1ccccc1C	i	0.57
C=CCN1C(=O)/C(=C/c2ccc(OC)cc2)S/C1=N/c1nccs1	i	1.5
Cc1ccccc1OCC(=O)N/N=C/c1cn(Cc2ccccc2)c2ccccc12	i	-1.2
CCOC(=O)N1CCC(NC(=O)CSCc2nc(-c3ccc(C)cc3)oc2C)CC1	i	0.03
COc1ccc(/C=C/C(=O)NC(=S)Nc2cc([N+](=O)[O-])ccc2O)cc1OC	i	-0.34
COc1cccc(C(=O)NCC(=O)N/N=C/c2ccc(OC(=O)c3cccs3)c(OC)c2)c1	i	-0.34
COC(=O)N1CCN(CCc2ccccc2)CC1	i	-0.65
COc1ccc(CNc2nc(SCc3cc(=O)n4cc(Cl)ccc4n3)nc3ccccc23)cc1	i	-0.36
CC(C)(C)OC(=O)NCCCCC1=CC2=CC(=O)C(C)(OC(=O)c3ccco3)C(=O)C2=CO1 (stereo not drawn)	i	-0.02
CC(C)OP(=O)(OC(C)C)C(Nc1ccccc1)c1ccccc1C(F)(F)F (stereo not drawn)	i	-1.9
COc1cc(C2CC(=O)Oc3c(C(CCN4CCCC(C)C4)c4ccc(N(C)C)cc4)c(OC)cc(OC)c32)cc(OC)c1OC (stereo not drawn)	i	-1
CCCN(C(=O)Cn1c(C(F)(F)F)nc2ccccc21)C1CCS(=O)(=O)C1 (stereo not drawn)	i	-0.67
CCOC(=O)c1c(C)[nH]c(C)c1C(=O)COc1ncnc2ccccc12	i	1
Cc1cc(Br)cc(C)c1OCCCCN(C)C	i	-3.4
COc1cccc(CN(C)C(=O)/C=C/c2ccc(S(=O)(=O)N3CCCCCC3)cc2)c1	i	-0.67
COc1ccc2nc(SCC(=O)Nc3ccccc3OC)[nH]c2c1	i	0.43
CCc1cc2ccc(C)cc2nc1SCC(=O)Nc1c[nH]c(=O)[nH]c1=O	i	-1.7
CCc1ccc(-c2nc(SCC(=O)NC3CC3)n[nH]2)cc1	i	2.5
Cc1cccn2c(=O)c3cc(C(=O)NC4CCCC4)n(C)c3nc12	i	1.2
Cc1ccc2nc(-c3cccc(S(=O)(=O)N4CC(C)OC(C)C4)c3)cn2c1 (stereo not drawn)	i	0.92
O=C(NC1(C(F)(F)F)C(=O)Nc2c1c(=O)[nH]c(=O)n2Cc1ccccc1)c1ccc(Cl)cc1Cl (stereo not drawn)	i	-2.3
O=C(NC1CCCCC1)c1ccc(OC2CCN(Cc3ccccn3)CC2)cc1	i	0.58
O=C(COc1ccccc1)N1CCN(C(=O)c2ccccc2F)CC1	i	0.69
COc1ccc(Cl)cc1NC(=O)CN(C)C(=O)c1ccc(OCc2ccccc2)c(OC)c1	i	1.4
